# TcdB inh – TcdB glycohydrolase inhibitors, primary screen, biochemical, single point, plate reader | AID 652162, 2013 | inhibition, % at 9.99 µM | TcdB glycohydrolase enzymatic assay | Toxin B (Clostridioides difficile), P18177 | 0.24% of 350,000 active; in the data active = inhibition above about 10%
# PriA SSB inh – inhibitors of Klebsiella pneumoniae PriA binding to SSB C-terminal tail, primary screen, biochemical, AlphaScreen. inhibition, % at 33 µM. PriA–SSB C-terminal tail interaction (Klebsiella pneumoniae). AlphaScreen SSBct-PriA binding, biotinylated peptide. 0.6% of 430,000 active; in the data active = inhibition mostly above about 37%, no sharp cut-off; inactive = mostly below about 20%;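 note: plate controls were negative control peptide for no effect and reference peptide for full effect; strong numbers were not always called active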
# 3CLpro inhibitor – SARS-CoV 3CLpro protease inhibitors, primary screen, biochemical, quenched FRET; recombinant SARS-CoV 3CLpro, quenched FRET peptide cleavage; inhibition, % at 6 µM; 0.14% of 290,000 active; AID 1706, 2009; Replicase polyprotein 1ab (Severe acute respiratory syndrome coronavirus), P0C6X7; in the data active = inhibition above about 12%
# Yp Topo-I inh – Yersinia pestis topoisomerase I inhibitors, primary screen, biochemical, cleavage product accumulation, plate reader, single point; DNA topoisomerase I (Yersinia pestis CO92); 0.064% of 360,000 active; Y. pestis Topo-I cleavage product accumulation; activity, % at 10 µM; AID 504884, 2011; in the data active = activity above about 50%, passing the limit was not always enough; inconclusive = no clear call, values can overlap the other calls; note: inactives centre near 2
# BH1578 lux ind – inducers of Vibrio cholerae quorum light production without autoinducers, primary screen, BH1578 luxS cqsA deficient, single point; V. cholerae BH1578 lux reporter, luminescence, 6 h; activation, % at 18.7 µM; 0.16% of 350,000 active; in the data active = activation mostly above about 9.7%, no sharp cut-off; inconclusive = no clear call, values can overlap the other calls; inactive = mostly below about 3.7%; note: not every result past the cut was called active; inactives centre near 0; reference of the scale not given here
# Rv3671c protease – Rv3671c serine protease inhibitors, primary screen, biochemical, fluorescence polarization, M. tuberculosis H37Rv; 0.048% of 320,000 active; inhibition, % at 5.96 µM; P9WHR9; AID 2606, 2010; in the data active = inhibition above about 38%;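 note: extracellular domain of Rv3671c used as enzyme; 0% = enzyme with DMSO and 100% = no enzyme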
# Anthrax LF inh2 – Bacillus anthracis LF protease inhibitors, primary screen, biochemical, multiplex microsphere, MLPCN library. Lethal factor (Bacillus anthracis), P15917. multiplex microsphere protease cleavage assay. inhibition, % at 10 µM. 0.12% of 360,000 active. AID 588501, 2011; in the data active = inhibition above about 30%; inconclusive = no clear call, values can overlap the other calls; note: plate controls were buffer without enzyme for full effect and enzyme alone for no effect
# Target sequence (P15917 whole entry, looked up): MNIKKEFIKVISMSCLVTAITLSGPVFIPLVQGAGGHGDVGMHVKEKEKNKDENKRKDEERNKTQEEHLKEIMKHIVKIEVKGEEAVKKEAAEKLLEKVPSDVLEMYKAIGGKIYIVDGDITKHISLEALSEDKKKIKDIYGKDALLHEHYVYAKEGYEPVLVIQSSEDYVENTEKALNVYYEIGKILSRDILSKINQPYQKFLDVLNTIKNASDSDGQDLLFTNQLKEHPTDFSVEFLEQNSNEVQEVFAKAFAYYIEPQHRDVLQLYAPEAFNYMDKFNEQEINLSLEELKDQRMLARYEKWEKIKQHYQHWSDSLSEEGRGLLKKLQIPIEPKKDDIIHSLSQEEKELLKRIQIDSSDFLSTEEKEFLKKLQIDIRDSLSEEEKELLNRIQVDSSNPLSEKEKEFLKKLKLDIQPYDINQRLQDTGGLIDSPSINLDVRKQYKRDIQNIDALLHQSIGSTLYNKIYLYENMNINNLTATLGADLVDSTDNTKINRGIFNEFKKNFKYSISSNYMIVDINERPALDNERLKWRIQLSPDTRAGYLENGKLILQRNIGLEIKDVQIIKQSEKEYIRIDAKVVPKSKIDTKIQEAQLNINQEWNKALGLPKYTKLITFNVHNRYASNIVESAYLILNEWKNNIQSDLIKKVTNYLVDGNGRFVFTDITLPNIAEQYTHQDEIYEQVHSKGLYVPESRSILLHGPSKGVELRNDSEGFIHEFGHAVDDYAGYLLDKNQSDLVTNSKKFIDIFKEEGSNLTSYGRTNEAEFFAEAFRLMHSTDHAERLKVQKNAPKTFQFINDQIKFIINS
# VHR inh abs – VHR1 phosphatase inhibitors, primary screen, biochemical, absorbance, uHTS. inhibition, % at 13.3 µM. recombinant VHR phosphatase, pNPP absorbance. Dual specificity protein phosphatase 3 (Homo sapiens), P51452. 0.52% of 290,000 active; in the data active = inhibition above about 50%; note: some compounds called inactive have numbers as strong as hits
# Target sequence (P51452 whole entry, looked up): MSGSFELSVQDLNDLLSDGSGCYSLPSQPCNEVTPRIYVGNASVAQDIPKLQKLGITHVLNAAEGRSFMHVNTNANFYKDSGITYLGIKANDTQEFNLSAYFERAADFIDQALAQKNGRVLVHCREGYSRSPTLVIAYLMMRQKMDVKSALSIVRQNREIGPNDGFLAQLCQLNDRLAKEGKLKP
# MazEF act – activators of E. coli MazEF toxin-antitoxin RNase, primary screen, biochemical, fluorescence, uHTS | FAM/BHQ RNA-DNA oligo cleavage fluorescence, 5 h | activation, % at 20 µM | 0.32% of 350,000 active; in the data active = activation above about 50%
# Target sequence (P0AE70 whole entry, looked up): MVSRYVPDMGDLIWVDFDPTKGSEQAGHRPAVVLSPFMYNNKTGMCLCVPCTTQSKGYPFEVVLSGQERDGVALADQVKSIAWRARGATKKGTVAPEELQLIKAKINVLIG
# PfHsp40 yeast – rescue of yeast from PfHsp40 toxicity, primary screen, S. cerevisiae, ATP luminescence; S. cerevisiae expressing PfHsp40, growth rescue; growth rescue, % at 12.5 µM; 0.68% of 340,000 active; AID 504582, 2011; in the data active = growth rescue above about 28%, passing the limit was not always enough; inconclusive = no clear call, values can overlap the other calls;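 note: yeast W303a lacking pdr1 and pdr3 grown in galactose medium; growth measured after three days at 30 °C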
# Active calls of the source: *; i = inactive; ? = inconclusive; / = not tested or not shown.
canonical_smiles	TcdB inh	PriA SSB inh	3CLpro inhibitor	Yp Topo-I inh	BH1578 lux ind	Rv3671c protease	Anthrax LF inh2	VHR inh abs	MazEF act	PfHsp40 yeast
C#CCN(N(C)c1ncc(C(F)(F)F)cc1Cl)S(=O)(=O)c1ccc2ccccc2c1	/	3	-1	3	-0.2	-8	-4	26	3	0.0
Cc1ccccc1Cn1c(=N)n(CC(O)c2ccco2)c2ccccc21 (stereo unspecified)	/	2	-4	0	-0.5	7	-3	-7	-14	-0.2
Cn1c(CCCOc2ccc(Cl)cc2Cl)nnc1SCC(=O)Nc1ccc(F)c(Cl)c1	/	0	-4	19	-0.7	-18	1	8	-2	0.5
CC(C)(C)C1(c2ccccc2)NC(=O)N(CC(=O)N2CCOCC2)C1=O (stereo unspecified)	/	-23	6	-1	1.7	5	-3	5	1	0.1
CCn1c(=O)c2sccc2n(CC(=O)NCCC2=CCCCC2)c1=O	0.9	-7	-2	-3	i	-3	-6	10	1	0.8
COCCNC(=S)N1CCC(c2nc(-c3ccc(F)cc3)no2)CC1	0.1	-4	3	2	-0.2	-6	2	22	2	-0.8
Cc1nnc(NC(=O)CSc2nnc3ncccn23)s1	0.2	-2	3	-3	-0.3	7	-4	29	-4	-2.1
COc1ccccc1N(CC(=O)NC1CC2CCC1C2)S(=O)(=O)c1ccc(C)cc1 (stereo unspecified)	2.5	2	4	?	i	5	2	10	3	-1.3
O=S(=O)(NCCCSc1ccccc1)c1ccccc1F	0.1	-17	-1	25	-0.1	-9	-7	6	4	-1.4
COCCNS(=O)(=O)c1ccccc1	1.2	-5	-2	-3	i	9	4	19	-4	0.5
COc1cc(NC(=O)CCNS(=O)(=O)c2ccc3c(c2)CCC(=O)N3)cc(OC)c1	0.4	-3	2	7	2.6	-3	0	-8	-7	-0.4
COc1cc2nc(-c3ccccc3)nc(N3CCCC3)c2cc1OC	/	/	-3	/	i	/	/	-6	/	8.9
Cc1ccc2nc(C(=O)O)c(C(=O)O)nc2c1	/	-11	-2	12	-3.6	-4	0	16	5	-0.1
Cc1cccc(C(=O)NNC(=O)C(=O)NC(C)(C)C)c1	3.0	4	1	3	i	2	-2	36	2	-1.2
O=C(O)c1c2c(nc3ccc(F)cc13)CCC2	1.6	-4	2	-3	i	-3	0	4	2	-0.8
CCCn1c(O)c2ccc(C(=O)N=NC(=O)c3cccnc3)cc2c1O	/	6	-7	-7	0.6	-6	-5	19	-9	0.1
COCCn1c(SCC(=O)N2CCN(c3ccccc3)CC2)nc2c(c1=O)SC(C)C2 (stereo unspecified)	1.4	4	/	9	i	-2	2	6	7	0.3
CC(C(=O)Nc1cccc([N+](=O)[O-])c1)n1nnc2ccccc21 (stereo unspecified)	/	-10	3	8	/	-7	-21	28	5	-0.5
COc1cccc(C(=O)O[C@H]2[C@H](C)NS(=O)(=O)[C@H]3C[C@@H]4C=C[C@]23O4)c1	0.1	-1	/	-8	i	-10	-9	/	8	2.1
CCCCCOc1ccc(C2NC(=O)NC2=O)cc1 (stereo unspecified)	0.6	-11	3	9	/	-3	-5	2	6	0.2
COC(=O)C(O)(c1ccc(NC(=S)NC(=O)c2ccc(Cl)cc2Cl)cc1)C(F)(F)F (stereo unspecified)	0.3	7	3	-9	-0.2	-31	2	-16	3	-0.2
NS(=O)(=O)c1ccc(NC(CNS(=O)(=O)c2ccccc2)c2ccccc2)cc1 (stereo unspecified)	1.5	-1	1	-5	0.0	-5	-2	-2	1	-0.4
CC(C)(C)c1cccc(OCCCSc2ncccn2)c1	/	-8	4	30	/	6	-14	24	-7	0.6
O=C(CCCOc1ccc(Cl)cc1Cl)NNC(=O)C1CCC1	0.7	-10	5	-3	i	3	-7	13	0	0.8
COc1ccc(/C=C/C(=O)c2oc3ccc(F)cc3c2C)cc1	/	-17	1	1	-0.5	-2	0	40	8	-0.6
CCc1cc2cc3c(cc2nc1SCC(=O)OC(C)C)OCO3	0.5	-9	0	-3	-0.5	-7	2	28	-3	0.8
CC1(C)CC(=O)C=C(NCc2ccc(Cl)c(Cl)c2)C1	/	0	0	-4	i	14	8	26	-1	-1.1
CC(C)Cn1c(N)c(C(=O)COC(=O)c2cc3ccccc3cc2O)c(=O)n(C)c1=O	0.3	3	/	14	i	-65	-6	/	-20	-1.4
Cc1cc(C)nc(/N=C(\N)C2=C(O)CC(C)(C)CC2=O)n1	/	/	1	2	-5.6	-10	-2	13	1	-1.3
O=[N+]([O-])c1ccc(N2CCCCC2)c2ncccc12	1.5	51*	0	-4	-0.3	5	-4	11	-12	0.4
COc1ccc(Nc2nnc(-c3ccncc3)s2)cc1Cl	-1.3	-1	-2	2	0.7	9	-8	-16	-17	-0.7
CCOc1ccc2oc(-c3ccccc3)c(C(N)=O)c2c1	1.6	-9	-3	0	i	-13	6	26	-3	-1.0
c1ccc(-n2c(SCC3CCCCO3)nnc2-c2cnccn2)cc1 (stereo unspecified)	/	-27	5	8	-12	6	-3	21	4	0.7
O=C(O)c1ccc2c(c1)C(=O)N(C(Cc1ccc(O)cc1)C(=O)O)C2=O (stereo unspecified)	/	-4	-3	7	-5.3	0	-2	34	-4	-0.8
O=C(Nc1cccnc1)NC1CCCCC1	-3.1	-3	2	-4	-4.1	1	-1	34	0	-0.1
O=C(NC1CCCN(Cc2ccc(Cl)cc2)C1)c1ccnc(Cl)c1 (stereo unspecified)	0.5	-10	-6	4	i	1	3	-6	11	0.9
COCCNc1nc(NCc2ccc(C(C)C)cc2)c2sccc2n1	0.4	/	/	17	-0.6	/	-5	/	/	/
Cc1cccc(C)c1NC(=S)N(c1ccccc1)C(C)C	1.1	-4	0	-2	-0.8	-1	-1	18	3	-2.3
CCOc1ccccc1NC(=O)CN(C)S(=O)(=O)c1ccc(OC)c(C)c1	/	-17	7	-1	i	-4	-1	-5	-4	0.0
CCCc1nc(SCC(=O)NNC(=O)c2ccc(OC)cc2)c2ccccc2n1	0.7	-12	-1	7	-0.2	-4	0	18	-2	-0.1

# 3 structures from above, sorted by molar mass, largest number first.
canonical_smiles	TcdB inh	PriA SSB inh	3CLpro inhibitor	Yp Topo-I inh	BH1578 lux ind	Rv3671c protease	Anthrax LF inh2	VHR inh abs	MazEF act	PfHsp40 yeast
CCCc1nc(SCC(=O)NNC(=O)c2ccc(OC)cc2)c2ccccc2n1	0.7	-12	-1	7	-0.2	-4	0	18	-2	-0.1
COCCNc1nc(NCc2ccc(C(C)C)cc2)c2sccc2n1	0.4	/	/	17	-0.6	/	-5	/	/	/
O=C(Nc1cccnc1)NC1CCCCC1	-3.1	-3	2	-4	-4.1	1	-1	34	0	-0.1

# (listing goes on)
canonical_smiles	TcdB inh	PriA SSB inh	3CLpro inhibitor	Yp Topo-I inh	BH1578 lux ind	Rv3671c protease	Anthrax LF inh2	VHR inh abs	MazEF act	PfHsp40 yeast
O=C1NC2C(O)C(O)C(O)C(O)C2c2cc3c(c(O)c21)OCO3 (stereo unspecified)	0.4	-13	/	5	1.0	/	-6	/	-3	0.1
Nc1nc(CCl)nc(Nc2ccc3ccccc3c2)n1	1.4	-2	2	7	-0.9	/	0	9	1	0.4
Cc1ccc(S(=O)(=O)CC(c2ccccc2)N2CCCCC2)cc1 (stereo unspecified)	1.4	-4	5	14	i	7	-2	13	-3	0.3
CC(=O)Nc1ccc(S(=O)(=O)NCC2CCC(C(=O)NCc3ccccc3)CC2)cc1 (stereo unspecified)	1.2	-18	-1	-14	0.1	5	-6	8	1	-0.9
CCCn1ncc(C(=O)N(C)C2CCCN(Cc3ccccc3F)C2)c1C (stereo unspecified)	0.1	-4	1	-7	-0.7	-7	-1	9	7	-0.8
COc1cc2cccc(OC)c(=O)c2c(O)c1OC	-0.3	3	2	-7	-0.5	-18	0	-1	0	-0.9
Cc1ccc(S(=O)(=O)NC(=O)Nc2ccc(C)cn2)cc1	1.0	0	-2	1	0.6	0	0	12	5	0.7
Nc1c(C(=O)c2ccccc2)sc2snc(SCC(=O)c3ccccc3)c12	/	6	6	-9	i	-13	12	13	-1	1.4
O=C(COC(=O)c1ccc(Sc2ccccc2)c([N+](=O)[O-])c1)NC1CCS(=O)(=O)C1 (stereo unspecified)	/	9	1	24	i	5	1	-8	-1	2.5
CCN1CCN(c2ccc(S(=O)(=O)N3CCCCC3)cc2NC(=O)Cc2ccc(Cl)c(Cl)c2)CC1	/	-8	/	18	i	-8	4	/	-5	-1.0
CNc1ccc(C(=O)OCC(=O)NC(=O)NC2CCCC2)cc1[N+](=O)[O-]	1.5	2	/	0	-2.1	-6	-8	/	20	0.4
Nc1nc(Nc2cccc(F)c2)nc2ccccc12	/	0	2	-15	i	-6	-4	14	8	-2.2
CCOc1ccc(NC(=O)CC2C(=O)N(c3ccc(OC)cc3)C(=O)N2CCc2ccc(OC)c(OC)c2)cc1 (stereo unspecified)	-0.5	-6	0	15	-0.2	0	0	6	-3	0.0
O=C(c1cc(-c2ccccc2)nn1-c1ccccc1)N1CCN(S(=O)(=O)c2ccc(F)cc2)CC1	0.5	-6	/	-1	i	6	0	/	-6	0.9
COc1ccccc1CNc1ncc(-c2ccc(F)cc2)n1C	1.6	10	1	8	3.8	0	4	18	-29	0.8
CCOC(=O)N1CCN(S(=O)(=O)c2cc(OCC)ccc2OCC)CC1	/	-7	4	14	i	1	-3	7	-3	1.3
Cc1ccc(N2C(=O)C(NC(=O)c3ccccc3F)(C(F)(F)F)C3=C2CC(C)(C)CC3=O)cc1 (stereo unspecified)	1.0	5	4	-8	i	8	-1	-4	-1	0.4
CCOc1ccc(C(C(=O)NCC2CCCO2)N(C(=O)c2snc(C(N)=O)c2N)c2ccc(F)cc2)cc1 (stereo unspecified)	0.3	-10	4	38	-3.3	6	11	-5	7	1.5
O=C1C=C(c2c(O)ccc3ccccc23)c2ccccc2C1=O	-8.7	10	/	-14	/	/	-10	/	80*	2.7
Cc1ccc(NC(=O)CN2C(=O)S/C(=C\c3ccc(-c4cccc(C(=O)O)c4C)o3)C2=O)cc1C	1.6	-2	3	0	-0.7	/	2	84	48	/
Cc1cc(NC(=O)c2ccc(Cl)c(S(=O)(=O)N3CCCCC3)c2)no1	-1.0	-22	2	15	-0.4	-7	2	16	3	1.5
O=C(CCN1CCN(c2ccccc2)CC1)N/N=C/c1ccccc1OC(F)F	-0.5	/	3	?	-0.3	4	-8	26	0	-2.0
CCCc1cc(=O)[nH]c(SCC(=O)N2C(C)CCCC2C)n1 (stereo unspecified)	0.7	-6	3	4	i	6	-12	7	8	-0.1
CN1CCc2c(sc(NC(=O)C3COc4ccccc4O3)c2C(N)=O)C1 (stereo unspecified)	-1.0	-3	1	10	i	-13	4	4	9	0.2

# Taken from above.
# Value of Cc1cc(NC(=O)c2ccc(Cl)c(S(=O)(=O)N3CCCCC3)c2)no1 under MazEF act: 3
# Value of CCOc1ccc(C(C(=O)NCC2CCCO2)N(C(=O)c2snc(C(N)=O)c2N)c2ccc(F)cc2)cc1 (stereo unspecified) under 3CLpro inhibitor: 4
# Value of Cc1ccc(NC(=O)CN2C(=O)S/C(=C\c3ccc(-c4cccc(C(=O)O)c4C)o3)C2=O)cc1C under PriA SSB inh: -2
# Value of O=C1C=C(c2c(O)ccc3ccccc23)c2ccccc2C1=O under Yp Topo-I inh: -14

# Screening data deposited in PubChem by several laboratories.

# An excerpt. The share of hits here may be higher or lower than overall.
